SNCA expr inhib – inhibitors of alpha-synuclein (SNCA) gene expression; Potency, µM (top dose mostly 57.2 µM), for inactives: at the highest dose activity change, negative = inhibition, hits mostly inhibitors; 140,000 compounds, 0.17% hits; HEK-293 SNCA-luciferase knock-in, luminescence, 24 h;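 note: potency is the fitted concentration of half-maximal effect; plate controls were DMSO cells for no effect and cell-free wells for full effect; nearly all actives have a fitted effect of over 45% in size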
HEK293 viab – counter-screen for SNCA expression inhibitors: cell viability; Potency, µM (titrated, usually from 57.1 µM), for inactives: top-dose activity change, negative = cytotoxicity, usual class: cytotoxic; HEK-293-SNCA-luc viability, GF-AFC fluorescence, 24 h; AID 1671193; 150,000 compounds, 0.12% hits;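 note: potency is the fitted concentration of half-maximal effect; 0% = DMSO-treated cells and -100% = medium-only wells without cells; nearly all actives have a fitted effect of over 30% in size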
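Cytotoxicity counterscreen: after 24 h compound treatment of genome-edited SNCA-luciferase HEK-293 cells, live-cell protease substrate GF-AFC read by fluorescence after 30 min; activity scaled between DMSO (0%) and medium-only (-100%), curves Hill-fitted.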
3T3 cytotox – kills NIH 3T3 cells; NIH 3T3 viability, CellTiter-Glo ATP luminescence, 48-72 h; AID 1345082; 94,000 compounds, 4.3% hits; Potency, µM (highest dose often 96.7 µM), without a hit: at the highest dose activity change, negative = cytotoxicity, actives largely listed as inhibitors; note: potency is the fitted concentration of half-maximal effect; nearly all actives have a fitted effect of over 55% in size
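Viability of NIH 3T3 cells after 48 or 72 hr compound treatment at 37 °C was assessed by CellTiter-Glo, with luminescence imaged following a 10 min room-temperature step.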
HEK cytotox – HEK 293 cell cytotoxicity. HEK 293 viability, ATP luminescence (CellTiter-Glo), 48-72 h. Potency, µM (doses to about 115 µM), for inactives: at the highest dose activity change, negative = cytotoxicity, most hits filed as inhibitors. 94,000 compounds, 6.6% hits; note: potency is the fitted concentration of half-maximal effect; nearly all actives have a fitted effect of over 60% in size
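Read-out: CellTiter-Glo ATP luminescence. Cells: HEK 293, 250 cells/well. Exposure: 48 or 72 hr, 37 degree Celsius.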
GPT2 inh – blocks human glutamate pyruvate transaminase 2; 100,000 compounds, 0.25% hits; Recombinant GPT2, coupled pyruvate oxidase/HRP Amplex Red fluorescence; Q8TD30; Potency, µM (doses to about 57.7 µM), without a hit: top-dose activity change, negative = inhibition, hits mostly inhibitors; AID 1671188; note: potency is the fitted concentration of half-maximal effect; nearly all actives have a fitted effect of over 60% in size; many of its hits are not listed in these tables
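Fluorescence of coupled pyruvate oxidase/HRP/Amplex Red system (50uM Amplex, 30 min, dark) reports pyruvate formed by GPT2. Enzyme reaction: 10ng/uL GPT2, 2mM L-alanine, 250uM a-KG, 30 min room temperature, pH 7.5; 50uM AOA control.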
IP6K1 inhibitor – blocks human inositol hexakisphosphate kinase 1 | Q92551 | IP6K1 kinase, ADP-Glo luminescence, 2 h; stronger effect = lower value | activity change, % (series mostly up to about 58 µM) | 140,000 compounds, 0.81% hits; in the data active = activity change below about -25%
Target sequence (Q92551 whole entry, looked up): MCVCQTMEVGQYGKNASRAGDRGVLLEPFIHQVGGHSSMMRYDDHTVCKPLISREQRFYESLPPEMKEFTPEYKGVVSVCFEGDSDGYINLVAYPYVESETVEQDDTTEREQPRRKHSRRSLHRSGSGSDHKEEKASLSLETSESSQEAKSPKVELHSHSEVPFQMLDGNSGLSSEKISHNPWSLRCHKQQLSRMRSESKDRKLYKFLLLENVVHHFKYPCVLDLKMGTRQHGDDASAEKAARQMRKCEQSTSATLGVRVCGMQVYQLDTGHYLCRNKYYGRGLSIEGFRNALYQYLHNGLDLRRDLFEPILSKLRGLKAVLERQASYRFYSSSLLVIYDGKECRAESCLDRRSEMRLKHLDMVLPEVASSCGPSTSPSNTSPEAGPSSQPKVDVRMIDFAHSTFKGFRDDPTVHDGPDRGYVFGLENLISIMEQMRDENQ
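ADP-Glo luminescence measures ADP made by human IP6K1 during a 2 h RT reaction with ATP/IP6 (mix at 1.3 mM/130 uM); top library doses 57.5 and 19.1 uM final.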
FLuc inh – inhibitors of firefly (Photinus pyralis) luciferase | P08659 | purified P. pyralis luciferase, luminescence, biochemical | Potency, µM (highest dose often 115 µM), for inactives: at the highest dose activity change, negative = inhibition, most hits filed as inhibitors | 76,000 compounds, 2.5% hits; note: potency is the fitted concentration of half-maximal effect; nearly all actives have a fitted effect of over 65% in size
Target sequence (P08659 whole entry, looked up): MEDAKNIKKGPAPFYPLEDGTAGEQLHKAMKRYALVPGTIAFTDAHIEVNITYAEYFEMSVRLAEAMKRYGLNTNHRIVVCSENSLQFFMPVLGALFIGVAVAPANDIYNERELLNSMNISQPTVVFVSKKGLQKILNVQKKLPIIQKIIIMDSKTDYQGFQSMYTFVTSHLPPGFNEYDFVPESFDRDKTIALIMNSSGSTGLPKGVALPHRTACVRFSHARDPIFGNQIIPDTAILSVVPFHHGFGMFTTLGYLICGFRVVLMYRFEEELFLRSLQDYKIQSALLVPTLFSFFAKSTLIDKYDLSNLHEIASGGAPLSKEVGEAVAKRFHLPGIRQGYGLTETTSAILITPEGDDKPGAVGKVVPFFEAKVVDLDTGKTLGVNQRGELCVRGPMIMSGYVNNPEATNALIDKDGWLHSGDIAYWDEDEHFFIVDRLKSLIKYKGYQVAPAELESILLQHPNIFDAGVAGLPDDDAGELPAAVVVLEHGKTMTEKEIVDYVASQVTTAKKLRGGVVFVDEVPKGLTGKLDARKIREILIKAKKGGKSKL
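Luminescence read by CCD imaging after purified firefly luciferase (10nM final) was added to substrate buffer holding 10uM D-luciferin and 10uM ATP, pH 7.5, pre-dosed with compound.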
* hit, by the source's call; i = inactive; ? = inconclusive; . = no result given; [ ] = another dose, or the depositor's remark. Unless noted, calls come from the whole dose curve; as a rule, active = well fitted curve in the direction sought with a large enough effect; inconclusive = small, poorly fitted or top-dose-only effect, or another doubt; inactive = no such curve, though single readings can be large; an effect the other way counts as inactive or inconclusive. Unless noted, % is set by controls: 0 for no effect and ±100 for the full control effect.

SMILES | SNCA expr inhib | HEK293 viab | 3T3 cytotox | HEK cytotox | GPT2 inh | IP6K1 inhibitor | FLuc inh
CN1CC[C@H]2CN(S(=O)(=O)c3ccc(NC(N)=O)cc3)C[C@H]21 | ? | -5% | -2% | -16% | -14% | 0 | 5%
CCOc1ccc(N2CC(c3nc4ccccc4n3CCCCOc3ccc(OC)cc3)CC2=O)cc1 (stereo not given) | ? | ? | . | . | . | 2 | .
Fc1cc(F)cc(CNc2ncncc2-c2nc(-c3ccccc3)no2)c1 | -10% | 8% | -15% | 3% | i | 2 | -2%
O=C1CN(C(=O)Cc2ccc(F)cc2)C(c2ccccc2)c2cc(Cl)ccc2N1 (stereo not given) | ? | -29% | . | . | . | 10 | .
CCC(N)(CC)c1cn(CC2CCCN(S(C)(=O)=O)C2)nn1 (stereo not given) | -13% | 1% | -1% | -2% | i | 15 | 3%
NCCCC(O)(P(=O)(O)O)P(=O)(O)O | 22% | -6% | . | . | -11% | -4 | .
CN1CCN(CCCOc2ccccc2CN2CCc3nc[nH]c3C2)CC1 | 25% | -13% | -1% | -2% | 0% | 31 | 5%
COc1ccccc1N1CCN([C@H]2[C@@H]3OC[C@@H](O3)[C@@H](NCc3cnc4ccccc4c3)[C@@H]2O)CC1 | 0% | -9% | i | 1% | 4% | 1 | -2%
COCCc1noc(C2CN(C(=O)C3CCOC3)C2)n1 (stereo not given) | -7% | -7% | i | -3% | i | 11 | 1%
COCCC1(NS(C)(=O)=O)CCN(S(=O)(=O)c2ccc(C#N)cc2)CC1 | 28% | ? | -15% | -3% | -7% | -17 | -10%
COc1cc2cc(CN3CCC[C@@H]3CO)c(-c3cccc(Cl)c3)nc2cc1OC | -8% | -7% | ? | ? | -8% | 0 | ?
CCOc1ccc(-c2nonc2NC(=O)c2oc3ccc(F)cc3c2C)cc1 | -6% | -28% | . | . | . | 23 | .
O=C(Nc1ccc([C@@H](O)[C@H]2COCC(=O)N2CC2CC2)cc1)c1ccco1 | -14%[87.6 µM] | 5%[87.6 µM] | 0%[138 µM] | -1%[172 µM] | 1%[88.5 µM] | -4 | 12%[172 µM]
COc1ccc(C(=O)N2C[C@@H](CO)[C@H](c3nc(C4CC4)no3)C2)cc1 | 26% | ? | -9% | -20% | 3% | 11 | 0%
Cc1cccc(NC(=O)C2(C)CCCCC(=O)N2)c1 (stereo not given) | -17% | 3% | i | 6% | 2% | 22 | 0%
Cc1nc(-c2c3n(c(=O)n(CC(=O)Nc4cccc(F)c4)c2=O)CCCC3)no1 | 1% | -10% | -11% | -3% | i | 8 | 1%
Nc1nc(NCCNc2ncc(-n3ccnc3)c(-c3ccc(Cl)cc3Cl)n2)ccc1[N+](=O)[O-] | -8% | ? | . | . | -1% | 7 | .
CCOC(=O)c1ccccc1NC(=O)N1CCOc2ccc(Cl)cc21 | -13% | 16% | . | . | . | -7 | .
COc1ccccc1-c1cc(C(=O)N(C)C)nn2cnnc12 | -15%[87.6 µM] | -8%[87.6 µM] | i | i | i | -1 | .
Cc1cccc(Cl)c1NC(=O)Cn1cccc1-c1nc(-c2ccc(F)cc2)no1 | -3% | 1% | -1% | -5% | i | -2 | -10%
CS(=O)(=O)N1CCc2cc(C(=O)N3CCN(c4ccccc4F)CC3)ccc21 | 3% | 7% | . | . | . | -15 | .
COc1ccc(-c2noc(C(=O)O)c2[C@@H](C)NS(=O)(=O)CC(C)C)cc1 | 7%[87.6 µM] | 14%[87.6 µM] | -16%[174 µM] | i | -7%[88.5 µM] | -13 | -2%[172 µM]
CC1CCN(C(=O)Cn2c(SCC(=O)Nc3ccc(F)cc3)nc3ccccc32)CC1 | 2% | ? | . | . | . | 1 | .
Cc1ccccc1N1CCN(S(=O)(=O)c2ccccc2)CC1 | 22% | 22% | . | . | . | 4 | .
CCc1ccc(S(=O)(=O)c2c(C(=O)c3ccc(C)c(C)c3)cnc3ccccc23)cc1 | 18% | -12% | . | . | . | 25 | .
CCN(CC)CC(=O)OCC(=O)[C@@]1(O)CC[C@H]2[C@@H]3CCC4=CC(=O)CC[C@]4(C)[C@H]3[C@@H](O)C[C@@]21C | 15%[25.6 µM] | -7%[23.9 µM] | . | . | i | 21 | .
CCc1cccc(NC(=O)c2ccc(CN3C(=O)C(C)=C(c4ccc(OC)cc4)S3(=O)=O)cc2)c1 | -11% | 1% | . | . | . | -16 | .
CCN(CC)C(=O)c1c(NC(=O)c2cccc(C)c2)sc2c1CCC(C)C2 (stereo not given) | -6% | -8% | . | . | . | -2 | .
O=C(NCc1ccc(F)cc1)c1ccc2nnc(-c3cccc(C(F)(F)F)c3)n2c1 | ? | ? | ? | 40µM* | i | 7 | .
CC(=O)Nc1cccc(-c2cc3c(ccn3C)c(C(=O)NCc3cccnc3)n2)c1 | 29%[87.6 µM] | -10%[87.6 µM] | 25µM* | ? | -18%[88.5 µM] | 6 | 1%[172 µM]

A run of entries of the results above, for reference:
SMILES | SNCA expr inhib | HEK293 viab | 3T3 cytotox | HEK cytotox | GPT2 inh | IP6K1 inhibitor | FLuc inh
Cc1nc(-c2c3n(c(=O)n(CC(=O)Nc4cccc(F)c4)c2=O)CCCC3)no1 | 1% | -10% | -11% | -3% | i | 8 | 1%
Nc1nc(NCCNc2ncc(-n3ccnc3)c(-c3ccc(Cl)cc3Cl)n2)ccc1[N+](=O)[O-] | -8% | ? | . | . | -1% | 7 | .
CCOC(=O)c1ccccc1NC(=O)N1CCOc2ccc(Cl)cc21 | -13% | 16% | . | . | . | -7 | .

A few values from the results shown:
Cc1ccccc1N1CCN(S(=O)(=O)c2ccccc2)CC1 | SNCA expr inhib = 22%
CC1CCN(C(=O)Cn2c(SCC(=O)Nc3ccc(F)cc3)nc3ccccc32)CC1 | IP6K1 inhibitor = 1

(continued)
SMILES | SNCA expr inhib | HEK293 viab | 3T3 cytotox | HEK cytotox | GPT2 inh | IP6K1 inhibitor | FLuc inh
O=C(c1ccoc1)N1CCCN(Cc2cn(-c3ccccc3)nn2)CC1 | 27% | -13% | -1% | -2% | 1% | 3 | 1%
Cc1ccc(NC(=O)CN2CCSc3ccc(S(=O)(=O)N4CCCC4)cc32)cc1C | -5% | ? | . | . | . | 11 | .
N#Cc1cccc(CN2CCn3nnc(-c4nc(-c5ccsc5)no4)c3C2=O)c1 | -6% | -5%[12.5 µM] | -23% | -2% | i | -16 | -3%
COCCn1c(=N)c(C(=O)NCc2ccco2)cc2c(=O)n3cc(C)ccc3nc21 | 5% | ? | . | . | . | 6 | .
COCCC1(NC(=O)c2ccccc2)CCN(Cc2cn[nH]c2-c2cccs2)CC1 | 3% | 4% | -19% | -6% | i | -4 | 7%
CNC(=O)[C@@H]1C[C@H]2CN(Cc3ccc(OC)cc3)C(=O)c3cccc(c32)N1C(=O)c1cccs1 | -4%[25.6 µM] | -3%[23.9 µM] | -21%[46.1 µM] | ? | 3%[27.3 µM] | 20 | .
CCc1c(-c2ccccc2)nc2ccccc2c1C(=O)NCc1ccc(C)cc1 | ? | ? | . | . | . | -5 | .
CN(C)[S+](=O)([O-])c1ccc2c(c1)OCCN(Cc1ccc(C(F)(F)F)cc1)C2 | 12%[87.6 µM] | -6%[87.6 µM] | 45µM* | ? | -20%[88.5 µM] | -7 | -6%[172 µM]
Cc1cccc(NC(=O)CSc2nc3ccccc3nc2N2CCCCC2)c1C | 11% | -6% | . | . | . | 22 | .
Cc1ccccc1C(=O)N1CCCC(C(=O)N2CCC(N3CCCC3=O)CC2)C1 (stereo not given) | 0% | 1% | 1% | -3% | i | -3 | .
O=C1NCCOCCCN(C(=O)CC2CCCC2)[C@H]2CCCC[C@@H]12 | 10% | 3% | i | 0% | -1% | 10 | -3%
COc1ccccc1-c1cnc(Nc2cccc(N[S+](C)(=O)[O-])c2)c2c1CCO2 | ? | ? | 20µM* | 40µM* | i | 30 | ?
COc1ncccc1-c1ccnc(-c2nnc(C)n2C2CCCCC2)c1 | ? | -16%[87.6 µM] | -26%[138 µM] | ? | ? | -5 | 2%[172 µM]
COc1ccc(-c2cccc(C(=O)NCc3ccccc3C(F)(F)F)c2)nn1 | . | . | ? | ? | . | 11 | .
C=CCN(CC=C)C(=O)C1(Oc2cccnc2C)CCNCC1 | 8% | 9% | i | 1% | 1%[11.5 µM] | -8 | 4%
COc1ccc(C(=O)N2CCCC(c3noc(COc4ccccc4)n3)C2)cc1OC (stereo not given) | -8% | -7%[12.5 µM] | -6% | ? | i | 19 | 2%
CC(C)(C)C(=O)NC1CCCN(c2ccc3nnc(C4CC4)n3n2)C1 (stereo not given) | . | . | -5% | i | . | 3 | .
CCOCCN1C(=O)COC[C@@H]1[C@H](O)c1ccc(NC(=O)C2CC2)cc1 | -20%[87.6 µM] | 6%[87.6 µM] | -2%[138 µM] | 0%[172 µM] | 2%[88.5 µM] | -12 | 8%[172 µM]
CC(C)CC(=O)N1CC(n2cc(COCC3CC3)nn2)C1 | -9% | -4% | i | -5% | i | 14 | .
O=C(C1CCCC1)N1Cc2ccccc2CC2(CCN(Cc3cccnc3)C2)C1 (stereo not given) | -10% | -8% | ? | ? | i | -8 | .
Cc1cccc(C)c1NC(=O)CSc1ncc2c(n1)-c1ccc(Cl)cc1N(Cc1ccccc1)S2(=O)=O | ? | 2% | . | . | . | -1 | .
CC1(C)O[C@H]2CC(=O)OC[C@@]23C1=C(O)C(=O)[C@]1(C)C3CC[C@@]2(C)[C@H](c3ccoc3)OC(=O)[C@H]3O[C@]321 (stereo not given in full) | . | 3%[23.9 µM] | . | . | i | 8 | .
CCOC(=O)c1c(S(=O)(=O)NCC(=O)Nc2ccc(C(C)=O)cc2)c(C)n(C)c1C | -3% | 14% | . | . | . | 26 | .
O=S(=O)(Cc1noc([C@@H]2C[C@@H](O)CN2Cc2ncc[nH]2)n1)c1ccc(F)cc1 | -2%[87.6 µM] | 10%[87.6 µM] | -1%[174 µM] | -5%[172 µM] | i | 21 | -2%[172 µM]
O=C(Nc1ccc(C(F)(F)F)cc1)C1=NO[C@@H]2CN(CCc3ccccc3)C[C@H]12 | 79%[activator][87.6 µM] | 5%[87.6 µM] | ? | ? | 2%[88.5 µM] | -8 | 1%[172 µM]
O=C(Cn1ccn2nc(-c3ccc(F)cc3)c(CO)c2c1=O)Nc1cc(F)ccc1Cl | ? | -18% | ? | ? | i | 5 | -8%
COc1ccc(CC(=O)NC2CCN(c3cc(-c4ccc(Cl)cc4)[nH]n3)C2)cc1 (stereo not given) | -9% | -5% | ? | 28µM* | ? | 16 | 1%
O=C(C1CCCN1Cc1ccc(-c2cncnc2)cc1)N1CCC(c2ccccc2)CC1 (stereo not given) | 6% | 3% | -22% | ? | i | 3 | .

Source: PubChem (National Center for Advancing Translational Sciences (NCATS))

The list is partial; the hit share may differ from the screen's.
